HEK293 tox: cytotoxic in the GLP-1 receptor inverse agonist counter-screen. HEK293 cAMP-luciferase reporter cells, luminescence, 24 h. Potency, µM (series often up to 38.3 µM), inactives show at the top dose activity change, negative = inhibition, usual class: inhibitors. 0.13% of 410,000 active;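 further: loss of luciferase light is scored as toxicity; potency means the concentration at half of the fitted maximal effect; on the % scale 0 is the no-effect control and ±100 the full control effect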
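1536-well qHTS counterscreen of the MLSMR; 200 cells/uL, 12 h pre-incubation, 23 nL cpd, 24 h at 37 deg C 5% CO2, luciferase detection reagent, 12 min RT, luminescence. Inhibition = undesired.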
Abeta yeast res: A-beta toxicity reversal in yeast; AID 1347071; yeast expressing A-beta42, growth rescue, OD600, 48 h; response scale: 0% DMSO, 100% iron-clioquinol control; 0.063% of 410,000 active; Potency, µM (titrated, usually from 46.1 µM), inactives show at the top dose growth rescue, most hits filed as activators; further: potency means the concentration at half of the fitted maximal effect; nearly all actives have a fitted effect of over 55% in size
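Yeast growth medium received pinned compounds, then yeast cells expressing toxic A-beta were added; plates incubated at 30 C for 48 hr. Growth read as absorbance at 600 nm, normalized to DMSO and equimolar FeCl3 plus clioquinol controls.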
PTHR1 agonist: PTHR1 (human) receptor agonism. HEK293 GP2 PTHR1 cells, GloSensor cAMP luminescence, 1 h. Potency, µM (series often up to 115 µM), inactives show at the top dose activation, actives largely listed as activators. Q03431. AID 743266. 0.075% of 410,000 active; further: potency means the concentration at half of the fitted maximal effect; nearly all actives have a fitted effect of over 55% in size; some results filed as inactive show a strong effect at the top dose; inactives centre near -15; many of its hits are not listed in these tables
Target sequence (Q03431 whole entry, looked up): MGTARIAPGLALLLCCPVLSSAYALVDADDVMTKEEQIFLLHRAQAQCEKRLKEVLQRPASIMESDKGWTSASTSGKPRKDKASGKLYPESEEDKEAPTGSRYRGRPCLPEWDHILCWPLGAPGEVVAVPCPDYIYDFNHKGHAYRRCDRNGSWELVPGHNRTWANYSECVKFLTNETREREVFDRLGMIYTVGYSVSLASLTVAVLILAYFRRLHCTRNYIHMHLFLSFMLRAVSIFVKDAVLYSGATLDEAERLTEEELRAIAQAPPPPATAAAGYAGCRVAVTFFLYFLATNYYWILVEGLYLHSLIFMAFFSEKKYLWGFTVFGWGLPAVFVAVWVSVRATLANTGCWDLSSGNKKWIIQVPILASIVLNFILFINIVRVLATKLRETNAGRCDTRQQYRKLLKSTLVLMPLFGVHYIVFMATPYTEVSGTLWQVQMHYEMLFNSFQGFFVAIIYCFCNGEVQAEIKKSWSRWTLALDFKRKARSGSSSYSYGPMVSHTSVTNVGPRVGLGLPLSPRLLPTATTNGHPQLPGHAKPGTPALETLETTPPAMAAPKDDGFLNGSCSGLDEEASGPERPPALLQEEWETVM
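HEK-293-derived GP2 cells expressing PTHR1 and a GloSensor cAMP reporter, 3,000/well, plated overnight, given luciferin plus IBMX (each 0.5 mM as added) for 1 h at 37 °C, then compound for 1 h at 37 °C. Luminescence was read after 15 min at room temperature.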
FUS yeast rescue: FUS proteinopathy suppression in yeast; Potency, µM (highest dose often 76.6 µM), for inactives: at the highest dose growth rescue (activation), hits mostly activators; 0.24% of 390,000 active; S. cerevisiae FUS-expressing, growth rescue, OD600, 24 h; AID 1347120;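 further: potency means the concentration at half of the fitted maximal effect; plate controls were DMSO vehicle for no effect and reference control for full effect; nearly all actives have a fitted effect of over 55% in size; some results filed as inactive show a strong effect at the top dose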
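Galactose (2%) drives FUS expression in yeast precultured in raffinose; seeding density OD 0.005. Test compounds incubated 24hr at 30C and 99% humidity before absorbance at 600 nm was measured.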
GLP1R inv ag: inverse agonists of human GLP-1 receptor. 1.6% of 410,000 active. AID 624417. Potency, µM (series often up to 38.3 µM), without a hit: at the top dose activity change, negative = inhibition, actives largely listed as inhibitors. HEK293 GLP-1R CRE-luciferase, luminescence, 24 h; GLP-1R form is constitutively active; further: potency means the concentration at half of the fitted maximal effect; on the % scale 0 is the no-effect control and ±100 the full control effect; nearly all actives have a fitted effect of over 55% in size
Target sequence (P43220 whole entry, looked up): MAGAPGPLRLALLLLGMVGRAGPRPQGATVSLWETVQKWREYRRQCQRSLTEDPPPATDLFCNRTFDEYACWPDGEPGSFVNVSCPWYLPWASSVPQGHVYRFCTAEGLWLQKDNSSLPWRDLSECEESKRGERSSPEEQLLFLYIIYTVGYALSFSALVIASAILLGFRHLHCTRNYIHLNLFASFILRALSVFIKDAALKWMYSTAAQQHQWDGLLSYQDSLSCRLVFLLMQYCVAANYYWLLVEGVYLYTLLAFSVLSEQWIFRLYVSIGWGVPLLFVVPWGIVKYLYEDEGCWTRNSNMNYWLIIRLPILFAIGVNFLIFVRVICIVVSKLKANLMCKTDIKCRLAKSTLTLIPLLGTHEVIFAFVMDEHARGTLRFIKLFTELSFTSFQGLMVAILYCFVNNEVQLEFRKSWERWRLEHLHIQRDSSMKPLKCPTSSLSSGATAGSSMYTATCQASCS
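HEK293 cells stably co-expressing constitutively active GLP-1R and a cAMP-responsive luciferase reporter were seeded in DMEM with 10% Nu serum, given compounds after 12 h, and incubated 24 h at 37 deg C. Luminescence was then read.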
pAkt inh: Akt phosphorylation inhibition; Neuro2A IGF-stimulated pAkt S473 HTRF, 20 min; hits give low values; activity change, % for hits at 50 µM; 0.32% of 360,000 active; in the data active means activity change below about -80%; inconclusive means mostly about -51% to -80%; further: on the % scale 0 is the no-effect control and ±100 the full control effect
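Neuro2A cells (4,500/well, DMEM with 0.5% FBS) were treated with compound at a single 50 µM final concentration, stimulated with 6 nM IGF for 20 min at 37 °C, and lysed. Phospho-Akt Ser473 was read by HTRF as 665/615 ratio ×10^4.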
Mm-Cpn inhibitor: M. maripaludis TRiC chaperonin inhibition; AID 504842; purified Mm-Cpn ATPase, ADP Transcreener TR-FRET; Potency, µM (highest dose often 76.9 µM), for the others: at the highest dose activity, negative = inhibition, usual class: inhibitors; 0.031% of 330,000 active; further: potency means the concentration at half of the fitted maximal effect; on the % scale 0 is the no-effect control and ±100 the full control effect; nearly all actives have a fitted effect of over 80% in size
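ATPase turnover read by TR-FRET ADP competition (Eu cryptate antibody/ADP-d2, 665/590 nm): 10uM ATP final, 25nM Mm-CPN final, 30 min 37degC after 10-min compound preincubation, pH 7.4 Tris/KCl/MgCl2/DTT buffer.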
aSyn yeast inh: alpha-synuclein toxicity inhibition in yeast | Yeast expressing alpha-synuclein, growth rescue, BacTiter-Glo, 24 h | Potency, µM (titrated, usually from 46.1 µM), for the others: at the highest dose growth rescue (activation), actives largely listed as activators | 0.14% of 370,000 active | AID 652106; further: potency means the concentration at half of the fitted maximal effect; % of control where 0% means no effect; nearly all actives have a fitted effect of over 65% in size
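Screening used galactose-induced yeast with toxic alpha-synuclein levels, exposed to compound for 24 hr at 30 deg C. Cell growth, read with BacTiter-Glo luminescence, gave the measured signal.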
TDP43 rescue: TDP-43 toxicity inhibition in yeast; AID 652104; 1.8% of 410,000 active; Potency, µM (doses to about 46.1 µM), for inactives: top-dose growth rescue (activation), usual class: activators; TDP-43 expressing yeast growth rescue, BacTiter-Glo, 24 h; further: potency means the concentration at half of the fitted maximal effect; % of control where 0% means no effect; nearly all actives have a fitted effect of over 50% in size
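Yeast cells expressing TDP-43 under galactose induction are exposed to compounds for 24 hr at 30 deg C. BacTiter-Glo luminescence measures growth, so protective compounds score as activators.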
* = called active by the depositor; i = inactive; u = inconclusive; x = not tested or not shown; [ ] = another dose, or the depositor's remark. Unless noted, the call rests on the fitted dose curve; in most records, active means well fitted curve in the direction sought with a large enough effect; inconclusive means small, poorly fitted or top-dose-only effect, or another doubt; inactive means no such curve, though single readings can be large; an effect the other way counts as inactive or inconclusive.

1	Cn1c(Cn2c(=O)sc3ccccc32)nnc1SCC(=O)NCc1ccccc1Cl
2	CCOC(=O)c1[nH]c2ccc(OC)cc2c1NC(=S)N1CCN(c2ccccn2)CC1
3	COc1cc([C@@H]2OC[C@@H]3[C@H]2CO[C@@H]3c2ccc3c(c2)OCO3)ccc1O
4	O=C(Nc1ccc(S(=O)(=O)NC2=NCCCCC2)cc1)c1ccc(Cl)c([N+](=O)[O-])c1
5	COc1ccc(C(=O)Nc2ccccc2C(=O)NCc2ccco2)cc1
6	CCOc1ccc(C(C(=O)NCC2CCCO2)N(CCc2cccc(C)c2)C(=O)c2snc(C(N)=O)c2N)cc1 (stereo not drawn)
Compound,1,2,3,4,5,6
Abeta yeast res,-3%,-5%,-1%,-1%,-13%,3%
GLP1R inv ag,9%,-14%,20%,-2%,-31%,7.9µM*
FUS yeast rescue,-10%,-4%,-5%,23%,1%,u
aSyn yeast inh,5%,3%,-5%,-6%,-3%,-4%
Mm-Cpn inhibitor,-2%,u,-1%,2%,-3%,0%
HEK293 tox,4%,-4%,u,1%,7%,u
PTHR1 agonist,-9%,i,-30%[inhibitor],-61%[inhibitor],13%,-36%
TDP43 rescue,1%,20%,u,28%,-8%,-4%
pAkt inh,i,i,i,i,i,i

7	C[C@]12c3[nH]c4cc(-c5ccco5)ccc4c3CCN1C(=O)[C@@H](CC(=O)NCc1ccco1)C[C@@H]2C(=O)N1CCCCC1
8	O=C(COC(=O)c1ccccn1)Nc1ccccc1Cl
9	O=C(Nc1ccc(NC(=O)c2ccc3c(c2)OCO3)cc1)c1cccc(Cl)c1
10	O=C(NCC(=O)N1CCCCCCC1)c1cccc([N+](=O)[O-])c1
11	CN(C(=O)Cc1c(C(=O)O)n(C)c2ccccc12)c1ccc(Cl)cc1
12	Cc1ccccc1NC(=O)Cn1c(=O)n(CCC(=O)N2CCc3ccccc3C2)c(=O)c2ccccc21
Compound,7,8,9,10,11,12
Abeta yeast res,-12%,17%,-9%,-4%,-2%,5%
GLP1R inv ag,u,-2%,8%,0%,-2%,6%
FUS yeast rescue,u,-26%,-33%,x,22%,0%
aSyn yeast inh,12%,1%,-4%,1%,3%,x
Mm-Cpn inhibitor,-3%,2%,2%,2%,2%,x
HEK293 tox,-11%,20%,1%,-4%,8%,5%
PTHR1 agonist,i,i,i,i,-8%,i
TDP43 rescue,28%,-5%,0%,15%,-23%,20%
pAkt inh,i,i,i,i,i,x

13	Cc1ccc(N2CC(NC(=O)c3ccco3)CC2=O)cc1 (stereo not drawn)
14	O=C(Nc1ccc2ccccc2c1)/C(=C\c1ccc2c(c1)OCO2)NC(=O)c1ccco1
15	Cc1ccc(NC(=O)CN2C(=O)C3CCCCN3C(=O)c3ccccc32)cc1 (stereo not drawn)
16	CCOC(=O)c1c(NC(=O)C2C3C=CC(CC3)C2C(=O)O)sc(C)c1CC (stereo not drawn)
17	CC(=O)c1ccc(NC(=O)C2CCN(S(=O)(=O)c3cccc4cccnc34)CC2)cc1
18	O=C1c2ccccc2S(=O)(=O)N1CC(O)COc1ccc(Br)cc1 (stereo not drawn)
Compound,13,14,15,16,17,18
Abeta yeast res,-9%,13%,1%,24%,7%,-15%
GLP1R inv ag,21%,5%,5%,u,-4%,1%
FUS yeast rescue,-10%,3%,15%,-21%,4%,27%
aSyn yeast inh,x,0%,-2%,-4%,3%,20%
Mm-Cpn inhibitor,x,-8%,x,-7%,-2%,0%
HEK293 tox,0%,-3%[1.53 µM],3%,-2%,-14%,6%
PTHR1 agonist,i,i,i,i,-24%,-3%[57.5 µM]
TDP43 rescue,24%,-7%,2%,0%,12%,4%
pAkt inh,x,i,i,i,i,i

19	N#Cc1ccc(CSCC(=O)O)cc1
20	c1cncc(CSc2nnc3ccc(-c4ccncc4)nn23)c1
21	COc1ccc(N(CC(=O)NCCc2ccccc2)C(=O)CCC(=O)Nc2ccccn2)cc1
22	[N-]=[N+]=NC[C@H](Cc1ccccc1)N1CCN(Cc2ccccc2)CCC1=O
23	Cc1ccc(SCc2nc3ncccn3c2Br)cc1
24	O=S(=O)(c1cccc(NC(=S)N2CCN(c3ccc(F)cc3)CC2)c1)C(F)F
Compound,19,20,21,22,23,24
Abeta yeast res,0%,-11%,3%,-12%,-12%,-14%
GLP1R inv ag,-28%,40%[activator],16%,-5%,15%,u
FUS yeast rescue,-13%,-7%,1%,-2%,12%,-11%
aSyn yeast inh,0%,-6%,4%,12%,24%,-3%
Mm-Cpn inhibitor,0%,1%,1%,-5%,-7%,3%
HEK293 tox,6%,2%,-7%,u,-12%,-8%
PTHR1 agonist,-11%[57.5 µM],-8%,-11%,i,i,-43%[inhibitor]
TDP43 rescue,-21%,-11%,-1%,-1%,-11%[1.82 µM],-5%
pAkt inh,i,i,i,i,i,i

Full records, quoted from the list. Order of screens: Abeta yeast res, GLP1R inv ag, FUS yeast rescue, aSyn yeast inh, Mm-Cpn inhibitor, HEK293 tox, PTHR1 agonist, TDP43 rescue, pAkt inh
c1cncc(CSc2nnc3ccc(-c4ccncc4)nn23)c1 is listed with -11%, 40%[activator], -7%, -6%, 1%, 2%, -8%, -11%, i
Cc1ccc(SCc2nc3ncccn3c2Br)cc1 is listed with -12%, 15%, 12%, 24%, -7%, -12%, i, -11%[1.82 µM], i
N#Cc1ccc(CSCC(=O)O)cc1 is listed with 0%, -28%, -13%, 0%, 0%, 6%, -11%[57.5 µM], -21%, i

The listing continues.
25	Cc1cccc(NC(=O)COC(=O)c2ccc(S(=O)(=O)N3CCCCCC3)cc2)c1
26	CCOC(=O)c1c(NC(=S)Nc2ccccc2)sc2c1CCN(C)C2
27	COc1ccc(NC(=O)c2ccc(COc3ccc(C)cc3)o2)cc1
28	Cc1cccc(N2CCN(c3ncnc4c3cnn4-c3ccc(Cl)cc3)CC2C)c1 (stereo not drawn)
29	COC(=O)c1ccccc1NC(=O)CN(C1CCCCC1)S(C)(=O)=O
30	CCOc1ccccc1N1Cc2ccccc2C1
Compound,25,26,27,28,29,30
Abeta yeast res,-5%,-7%,-2%,-12%,12%,6%
GLP1R inv ag,10%,3%,-4%,12%,-26%,1%
FUS yeast rescue,-1%,25%,-26%,-36%,-2%,37%
aSyn yeast inh,-8%,-15%,-3%,x,6%,-6%
Mm-Cpn inhibitor,1%,-2%,-1%,x,-1%,0%
HEK293 tox,16%,267%[activator],3%,-2%,-17%,4%
PTHR1 agonist,-13%,i,i,-7%,i,i
TDP43 rescue,4%,8%,6%,18%,3%,3%
pAkt inh,i,i,i,x,i,i

31	CC[C@]12c3[nH]c4ccc(Cl)cc4c3CCN1C(=O)[C@@H](CC(=O)NCCCN(C)C)C[C@@H]2C(=O)N1CCN(C(=O)c2ccco2)CC1
32	CC(C)Cn1c(-c2ccc(Br)cc2)c[nH]c1=S
33	COc1ccc(OCc2nc(C#N)c(NCc3ccccc3Cl)o2)cc1
34	CCC(Oc1ccccc1)C(=O)N1CC(C)CC(C)C1 (stereo not drawn)
35	CCCn1c(=O)c(C(=O)N/N=C/c2ccc(F)cc2)c(O)c2ccccc21
36	COC(=O)c1nn(-c2ccccc2)c(Cl)c1/C=N/OCc1ccc(Cl)cc1Cl
Compound,31,32,33,34,35,36
Abeta yeast res,8%,3.2µM*,-23%,-2%,4%,8%
GLP1R inv ag,1%,10µM*,u,-29%,8%,9%
FUS yeast rescue,8%,21%,35%,7%,-11%,18%
aSyn yeast inh,4%,10%,x,-16%,6%,-17%
Mm-Cpn inhibitor,1%,0%,x,0%,0%,-1%
HEK293 tox,10%,u,2%,-15%,-2%,-2%
PTHR1 agonist,16%,-25%,-28%,-4%[57.5 µM],i,i
TDP43 rescue,u,-15%[0.397 µM],13%,-1%,-26%,-4%
pAkt inh,i,i,x,i,i,i

37	COc1cc(/C=C2/SC(=S)N(CCC(=O)Nc3ccc(C(=O)O)cc3)C2=O)cc(OC)c1OC
38	CCOCCCNC(=O)c1ccc(N2CC3CC(C2)c2cccc(=O)n2C3)c(NC(=O)Nc2cccc(OC)c2)c1 (stereo not drawn)
39	O=C(NCCN1C(=O)S/C(=C\c2ccccc2Cl)C1=O)C1=COCCO1
40	CCC(=O)N1CCc2cc(S(=O)(=O)NC(C(=O)NCCc3ccc(C)cc3)C(C)C)ccc21 (stereo not drawn)
41	COC(C(=O)Nc1ccc(Cl)cc1C)c1ccccc1 (stereo not drawn)
42	Cc1ccccc1C(=O)OC1CCN(C)CC1
43	CCCC(=O)C1=C(O)C(C(=O)OC)C(C)(C)CC1=Nc1ccc(N)cc1 (stereo not drawn)
Compound,37,38,39,40,41,42,43
Abeta yeast res,3%,4%,2%,-33%[inhibitor],12%,-17%,0%
GLP1R inv ag,u,17%,-15%,8%,-7%,u,-3%
FUS yeast rescue,-1%,14%,-7%,-16%,x,14%,19%
aSyn yeast inh,6%,-1%,3%,x,3%,0%,4%
Mm-Cpn inhibitor,1%,0%,0%,x,3%,-1%,1%
HEK293 tox,-16%,4%,-12%,-1%,0%,23%,-5%
PTHR1 agonist,-1%,-21%,-20%,1%,-66%,i,i
TDP43 rescue,4%,26%,15%,-32%[inhibitor],23%,-14%,25%
pAkt inh,i,i,i,x,i,i,i

Screens: PubChem BioAssay, National Center for Advancing Translational Sciences (NCATS)

An excerpt; the hit share may differ from the screen's.
